Cav3 T inh: blocks human Cav3.2 T-type calcium channel; O95180; hit rate 4% among 100,000; B-score at 10 µM; Cav3.2-expressing cells, Fluo-4 calcium fluorescence FDSS; stronger effect = lower value;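 active means single-dose well whose peak fluorescence ratio is a statistical outlier from its plate by either plate-standardised score or position-corrected B-score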
Target sequence (O95180 whole entry, looked up): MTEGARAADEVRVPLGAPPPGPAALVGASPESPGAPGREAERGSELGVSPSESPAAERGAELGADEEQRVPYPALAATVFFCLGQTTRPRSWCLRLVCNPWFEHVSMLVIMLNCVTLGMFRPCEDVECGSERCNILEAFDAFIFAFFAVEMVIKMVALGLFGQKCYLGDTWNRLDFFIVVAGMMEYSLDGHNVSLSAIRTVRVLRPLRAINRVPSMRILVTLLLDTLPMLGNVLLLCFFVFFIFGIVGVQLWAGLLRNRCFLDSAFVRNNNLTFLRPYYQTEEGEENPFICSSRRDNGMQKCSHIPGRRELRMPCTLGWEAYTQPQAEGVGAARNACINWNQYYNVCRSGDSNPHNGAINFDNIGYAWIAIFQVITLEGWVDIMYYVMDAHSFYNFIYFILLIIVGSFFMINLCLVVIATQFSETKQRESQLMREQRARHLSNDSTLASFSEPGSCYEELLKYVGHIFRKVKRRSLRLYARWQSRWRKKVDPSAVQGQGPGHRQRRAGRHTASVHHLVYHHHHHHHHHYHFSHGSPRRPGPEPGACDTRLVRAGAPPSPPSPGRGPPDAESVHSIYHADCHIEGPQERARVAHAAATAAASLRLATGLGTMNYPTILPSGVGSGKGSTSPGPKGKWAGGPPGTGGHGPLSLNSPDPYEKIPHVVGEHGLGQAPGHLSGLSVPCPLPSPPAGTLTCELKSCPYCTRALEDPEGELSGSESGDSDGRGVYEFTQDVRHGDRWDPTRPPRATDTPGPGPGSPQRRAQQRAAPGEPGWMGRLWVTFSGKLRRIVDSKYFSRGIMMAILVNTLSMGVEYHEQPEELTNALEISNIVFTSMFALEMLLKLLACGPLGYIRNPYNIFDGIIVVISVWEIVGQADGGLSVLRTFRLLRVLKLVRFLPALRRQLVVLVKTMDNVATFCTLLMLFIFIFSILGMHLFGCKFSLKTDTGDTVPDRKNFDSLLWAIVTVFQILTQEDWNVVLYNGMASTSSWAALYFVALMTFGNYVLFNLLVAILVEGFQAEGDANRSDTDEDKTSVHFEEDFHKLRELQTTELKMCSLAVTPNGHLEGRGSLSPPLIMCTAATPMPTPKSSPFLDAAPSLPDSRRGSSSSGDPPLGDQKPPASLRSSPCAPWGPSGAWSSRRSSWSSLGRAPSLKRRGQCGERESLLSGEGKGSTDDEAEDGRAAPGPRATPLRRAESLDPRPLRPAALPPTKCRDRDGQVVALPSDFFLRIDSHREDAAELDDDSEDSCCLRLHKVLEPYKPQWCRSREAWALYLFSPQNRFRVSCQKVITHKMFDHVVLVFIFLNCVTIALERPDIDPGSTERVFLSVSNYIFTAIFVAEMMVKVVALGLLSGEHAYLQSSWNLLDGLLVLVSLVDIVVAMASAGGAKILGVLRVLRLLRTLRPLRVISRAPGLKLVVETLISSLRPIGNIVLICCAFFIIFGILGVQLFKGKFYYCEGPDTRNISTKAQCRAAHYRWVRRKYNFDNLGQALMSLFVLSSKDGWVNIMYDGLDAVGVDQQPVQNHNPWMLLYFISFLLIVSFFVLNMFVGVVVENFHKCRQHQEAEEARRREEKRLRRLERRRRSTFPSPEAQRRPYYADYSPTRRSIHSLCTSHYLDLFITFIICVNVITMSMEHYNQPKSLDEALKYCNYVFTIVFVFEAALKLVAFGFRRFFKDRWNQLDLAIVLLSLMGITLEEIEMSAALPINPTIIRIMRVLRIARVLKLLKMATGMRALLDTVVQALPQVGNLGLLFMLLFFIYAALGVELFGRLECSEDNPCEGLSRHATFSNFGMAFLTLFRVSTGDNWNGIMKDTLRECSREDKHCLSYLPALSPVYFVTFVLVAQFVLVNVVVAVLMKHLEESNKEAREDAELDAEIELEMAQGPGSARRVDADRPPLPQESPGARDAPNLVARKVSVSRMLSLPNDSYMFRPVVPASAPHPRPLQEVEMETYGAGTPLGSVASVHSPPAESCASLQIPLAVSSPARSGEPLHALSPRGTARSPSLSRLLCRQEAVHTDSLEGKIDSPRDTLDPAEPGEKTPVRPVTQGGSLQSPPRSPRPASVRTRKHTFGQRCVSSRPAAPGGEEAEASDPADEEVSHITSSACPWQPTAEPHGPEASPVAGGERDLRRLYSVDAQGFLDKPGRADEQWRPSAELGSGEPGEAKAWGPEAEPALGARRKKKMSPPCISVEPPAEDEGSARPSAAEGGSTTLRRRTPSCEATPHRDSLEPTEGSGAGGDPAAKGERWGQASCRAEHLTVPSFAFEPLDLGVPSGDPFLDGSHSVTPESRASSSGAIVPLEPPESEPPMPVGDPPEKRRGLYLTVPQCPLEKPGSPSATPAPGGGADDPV
* hit, by the source's call. Some of the compounds tested; count on the stated rates, not on these rows.

SMILES | Cav3 T inh
CCS(=O)(=O)N1CCC(C(=O)NCc2cccnc2)CC1 | 2
CCC(C)NC(=O)c1cc(-c2ccccc2O)on1 (stereo unspecified) | 1
Cc1nc(Cl)sc1C(=O)O | 0.34
CCn1c(SCc2cccc(C(F)(F)F)c2)nnc1-c1ccco1 | -0.76
O=C(Nc1nccs1)c1cc(S(=O)(=O)N2CCCCC2)ccc1Cl | -0.14
CC(C)(C)N1NC(=O)Nc2ccccc2C1=O | -0.21
CCn1c(=S)[nH]c2nc3c(cc2c1=O)CCCC3 | 0.75
CCCS(=O)(=O)N1CCCC(C(=O)NCc2ccco2)C1 (stereo unspecified) | -0.6
CC(C)CCN1CC(C(=O)NC(C)C)CC1=O (stereo unspecified) | -0.005
COc1cc2c(cc1NCc1ccc3c(c1)OCO3)oc1ccccc12 | 0.067
CCOC(=O)CSc1nnc(CSc2nc3sc4c(c3c(=O)[nH]2)CCC4)n1C | 0.3
Cc1nn2c(-c3ccccc3)nnc2c2ccccc12 | 2.2
COC(C[C@@H](O)CC(=O)COCc1ccccc1)OC | -1.1
CCOC(=O)c1c(C)[nH]c(C)c1C(=O)COC(=O)c1ccc(Cl)c(S(N)(=O)=O)c1 | -0.091
Cc1[nH]c(=O)c(C(=O)/C=C/c2ccccc2F)c2c1CCCC2 | 0.99
N#CCCCN1C(=O)C(O)(CC(=O)c2ccc3c(c2)OCCO3)c2ccccc21 (stereo unspecified) | 0.68
N#Cc1cc([N+](=O)[O-])cnc1NCC(O)CO (stereo unspecified) | -1.6
O=C(CSc1n[nH]c(-c2ccccc2O)n1)N1CCCc2ccccc21 | -1.8
Cc1ccc2c3c1C1(C(=O)N3C(C)(C)CC2C)C(C#N)=C(N)Oc2cc(O)ccc21 (stereo unspecified) | -8.9*
Cc1ccc(Cn2c(N)c(S(=O)(=O)c3cccs3)c3nc4ccccc4nc32)cc1 | 0.018
C/C=C(/C)C(=O)Nc1cccc(C2=NOC3(C2)C[C@H](C(N)=O)N(C(=O)c2ccccc2)C3)c1 (stereo partly specified) | 0.44
CC1(C)Cc2c(sc3nc4n(c(=N)c23)CCCCC4)CO1 | 1.4
CCOC(=O)C(NCc1ccccn1)(NC(=O)c1cccnc1)C(F)(F)F (stereo unspecified) | -0.52
COc1ccc(NC(=O)c2ccc(Br)o2)c([N+](=O)[O-])c1 | 0.85
Cc1ccc(C(=O)NNC(=O)CSc2nnc(-c3ccncc3)n2-c2ccc(C)cc2)cc1 | 0.11
CCOC(=O)c1ccc(NC(=O)Cn2cccc2)cc1 | 0.49
CN=C(NC)SC1CC(=O)N(c2ccccc2)C1=O (stereo unspecified) | -0.036
CCC(C)N(NC(C)=O)c1nc(Cl)nc(NC(C)C)n1 (stereo unspecified) | 1.6
Cc1c(C(=O)O)c(=S)sn1CCOc1ccccc1 | 0.69
COc1ccc2nc3oc(C(=O)N4CCN(c5ccccc5F)CC4)cc3cc2c1 | 0.17
CCCCOc1ncnc2c1[nH]c1ccc(F)cc12 | -1.4
CC1Cc2cc(-c3csc(NC(=O)Cc4ccccc4)n3)ccc2N1S(C)(=O)=O (stereo unspecified) | -2.1
Cc1nnc(NC(=O)c2ccc3c(c2)C(=O)N(CCC(C)C)C3=O)s1 | 1.5
COc1cc2nc(N(C)CCCNC(=O)C3CCCO3)nc(N)c2cc1OC (stereo unspecified) | 0.94
O=C1NC[C@H](c2ccccc2)N(CCc2cccc3ccccc23)C1=O | -0.14
COC(=O)c1ccc(NC(=O)CN(c2ccc(C)cc2)S(=O)(=O)c2c(C)n[nH]c2C)cc1 | -2
Cn1c(=O)[nH]c(=O)c2c1nc(N1CCCC1)n2CC(O)COc1ccccc1 (stereo unspecified) | -0.3
COc1ccc(NC(=O)N2CCn3c2nc2ccccc23)cc1 | -0.77
C=CCOC(=O)C(C#N)c1nc2ccccc2nc1N1CCC(C(=O)OCC)CC1 (stereo unspecified) | -0.83
O=C(NCc1ccccc1)c1ccc(-c2ccc(F)cc2)o1 | -3.4
O=c1[nH][nH]c(=O)c2cc(N3CCCC3)ccc12 | -1.8
COCCNC(=O)CSc1nc2ccccc2c(=O)n1CC1CCCO1 (stereo unspecified) | 0.11
O=C(COC(=O)C1(c2ccc(F)cc2)CCCC1)N1CCN(C(=O)c2ccco2)CC1 | -5.4*
COc1ccccc1C(=O)Nc1nnc(-c2ccc(Cl)cc2)o1 | -2.1
CCN1C(=O)CC(N2CCC(Nc3ccc(OC)cc3)CC2)C1=O (stereo unspecified) | 0.36
COc1cc(C(=O)Nc2nc3ccc4nc(C)sc4c3s2)cc(OC)c1OC | 0.42
CCN(CC)CCn1c2ccc(F)cc2c2nc(C)sc21 | 0.0037
Cc1sc(NC(=O)C2CCCCC2)c(C#N)c1-c1ccccc1 | 0.097
O=C(Nc1cccc(F)c1)c1ccccc1 | 0.48
COc1ccc(OCC(O)CN2CCCCC2)cc1 (stereo unspecified) | 0.73
(list continues)
SMILES | Cav3 T inh
CCC(=O)N1CCN(c2ccc(OC)cc2[N+](=O)[O-])CC1 | 0.72
C#CCOCCOCCOCCNc1nc(N2CCN(C(=O)[C@H]([C@@H](C)CC)n3cc([C@@H](N)CO)nn3)CC2)nc(N2CCN(C(=O)[C@H](Cc3ccc(O)cc3)n3cc([C@@H](N)C(C)CC)nn3)CC2)n1 (stereo partly specified) | -0.62
C/C(=N/NC(=O)Cc1cccn1C)c1ccccc1 | 1.5
CCCCN(CC)CCCNC(=O)c1cc2c(=O)n(C)c3ccccc3c2n1C | 0.18
CC1Cc2ccccc2N1C(=O)CN1CCc2ccccc2C1 (stereo unspecified) | -1.5
Cc1ccc(S(=O)(=O)N2CCN(C(=O)CCC(=O)OCC(=O)Nc3cccc(C#N)c3)CC2)cc1 | 0.025
CC(=O)NS(=O)(=O)c1cccnc1Nc1cccc(Cl)c1 | -0.0018
Cc1ccccc1-n1nc(C)c2cc(C(=O)N3CCOCC3)sc21 | -1
O=C1CCCC2=C1C1(CCCCC1)N=C(Nc1nc3ccccc3s1)N2 | 0.0085
CSc1nnc(-c2sc3cc(C(F)(F)F)cnc3c2-c2ccccc2)n1C | 2.1
CCCOc1ccc(N2C(=O)CC(N3CCN(C(=O)c4ccco4)CC3)C2=O)cc1 (stereo unspecified) | 0.69
COc1ccc2oc3ccc(OC)cc3c(=O)c2c1 | 0.05
Nc1nnc(SCC(=O)Nc2ccc(F)c(Cl)c2)n1-c1ccccc1 | -1.8
CCOC(=O)N1CCN(C(=O)Cn2nc(C)c3sc4ccccc4c3c2=O)CC1 | 0.16
Cc1cc(SCC(=O)c2ccccc2)nc(SCC(=O)c2ccccc2)n1 | 0.04
CC1CN(C(=O)c2ccccc2C(=O)c2ncc[nH]2)CC(C)O1 (stereo unspecified) | 0.78
Nc1nc2n(n1)C(c1ccco1)CC(c1ccc(Cl)cc1)N2 (stereo unspecified) | 0.51
Cn1nc(C(F)(F)F)c(/C=N/OC(=O)c2ccccc2Cl)c1SCc1ccc(Cl)cc1 | -5*
CN(c1ccccc1C(=O)Nc1ccc2c(c1)OCO2)S(C)(=O)=O | 0.06
O=C(NC1CCCCC1)N1CCN(C2CCCCC2)CC1 | 0.67
COc1cc(S(=O)(=O)N2CCC(O)(c3cccc(C(F)(F)F)c3)CC2)ccc1-n1cnnn1 | -3.1
Cc1cc(C)c2c(c1)C1C=CCC1C(c1ccc(S(=O)(=O)N3CCOCC3)cc1)N2 (stereo unspecified) | 0.43
COc1cccc(-c2nn(-c3ccccc3)cc2C(=O)n2nnc3ccccc32)c1 | -0.57
CCOC(=O)C1CCN(Cc2coc3c(Cl)cc(Cl)cc3c2=O)CC1 | -0.79
COc1ccc(N(CC(=O)Nc2ccc(C)cn2)S(=O)(=O)c2c(C)noc2C)cc1 | -3.9
CCOc1ccc(-c2nn3c(-c4ccc(F)cc4)nnc3s2)cc1 | 0.046
CCOC(=O)c1cnc2c(cnn2C)c1NCCC(O)C(F)(F)F (stereo unspecified) | 1.4
O=C(CCC(=O)N1CCN(C2CCCC2)CC1)Nc1nnc(C(F)(F)F)s1 | 0.74
c1coc(-c2nnc3sc(C4CCCCC4)nn23)c1 | -0.31
COc1ccc(CCC(=O)N2c3ccccc3CC2C)cc1 (stereo unspecified) | -1.1
CC(=O)[C@@]1(O)CC[C@H]2[C@@H]3CCC4=CC(=O)CC[C@]4(C)[C@H]3[C@@H](O)C[C@@]21C | -0.48
CN1CCN(CC(=O)NC2CCCCC2)CC1 | -0.34
CCCCn1c2c(c(=N)c3c1CCC3)CCC2 | 0.016
O=c1c(C/C=C/c2ccccc2)c(O)nc2n1CCCS2 | -0.1
CCOC(=O)COc1cccc2c(=O)n(CC(=O)N3CCN(C(=O)OCC)CC3)ccc12 | 0.85
CCOc1ccccc1C(=O)NC(C(=O)Nc1ccccc1N1CCOCC1)C(C)C (stereo unspecified) | 0.091
CCOC(=O)C(C(=O)OCC)C1N=C(N)N=C2Oc3ccccc3N21 (stereo unspecified) | -0.17
CCOC(=O)c1c(NC(=O)/C=C/c2ccc3c(c2)OCO3)sc(C)c1C | 0.37
COc1cc(/C=C2/CCC/C(=C\c3cc(O)c(OC)c(Cl)c3)C2=O)cc(Cl)c1O | 2.1
CSc1ncc(Cl)c(C(=O)Nc2ccc(S(=O)(=O)N3CCOCC3)cc2)n1 | 0.45
COc1ccc2[nH]c3c(=O)n(CCCCC(=O)N4CCC(C(N)=O)CC4)c(=S)[nH]c3c2c1 | 0.025
O=C(N/N=C/c1ccc2c(c1)OCO2)c1sc2cccc(Cl)c2c1Cl | 0.05
Cn1cnnc1SCC(=O)N1N=C2/C(=C/c3ccco3)CCCC2C1c1ccco1 (stereo unspecified) | -0.14
Cc1ccccc1CSCC(=O)c1c(N)n(CC(C)C)c(=O)n(C)c1=O | -0.2
COc1cccc2c(=O)n(CC(=O)N3CCCCC3)ccc12 | 0.14
O=S(=O)(c1ccccc1)N(Cc1ccccc1)c1ccccn1 | -1.2
Cn1c(=O)c2c(SCc3ccccn3)nc(CC(C)(C)C)nc2n(C)c1=O | -5.9*
CCS(=O)(=O)C(=C1Nc2ccccc2N1)S(=O)(=O)CC | -0.026
COc1cc(OC)c(NC(=O)c2ccc(Br)o2)cc1Cl | -2
O=C1c2cccnc2C(=O)N1Cc1ccc(F)cc1 | 0.089
(list continues)
SMILES | Cav3 T inh
COc1c(OC)c(O)c2c(=O)c(O)c(-c3ccccc3)oc2c1OC | -1.9
COc1cccc(C(C#N)N2N=C(C)CC2(C)C)c1O (stereo unspecified) | 0.38
O=S(=O)(N1CCCCC1)n1nnc2ccccc21 | -0.042
CCOC(=O)C(CSCc1ccccc1)NC(=O)OC(C)(C)C (stereo unspecified) | -1.3
Cn1nccc1/C=C(/C#N)S(=O)(=O)c1ccccc1 | 1.4
CCn1c(Cc2ccccc2)nnc1SCC(=O)OC(C)C | -0.15
Cc1cc(O)ccc1Nc1nc2ccccc2nc1Nc1ccc(O)cc1C | -0.34
CCOC(=O)c1[nH]c2cc(OC)c(OC)cc2c1N | 0.96
Clc1ccc(CN2C3=NCCN3c3ccccc32)cc1 | -0.94
O=C(NCc1nc2ccccc2[nH]1)c1cccs1 | 0.44
CC(=O)OCC(OC(C)=O)C(OC(C)=O)C(OC(C)=O)C(=O)Nc1ccc(C)cc1C (stereo unspecified) | 0.21
Cc1nnc2n1NC(c1ccc(Cl)cc1)C(C(=O)N1CCC(C)CC1)S2 (stereo unspecified) | 0.075
O=C(/C=C/c1ccccc1)c1ccccc1 | -0.74
O=C(c1ccccc1)c1nn(-c2ccc(Cl)cc2)c(=O)cc1C(F)(F)F | -2.6
Cc1nn(Cc2ccccc2Cl)c(C)c1NC(=O)C1C2CCC(O2)C1C(=O)O (stereo unspecified) | -0.044
Cc1ccc(NC(=O)CN2C(=O)NC3(CCc4ccccc43)C2=O)cc1Cl (stereo unspecified) | 0.44
O=C(c1cnccn1)N(Cc1ccco1)C1(C(=O)NC2CCCCC2)CCCCC1 | -2.3
O=C(NCc1ccc(F)cc1)c1cc(-c2ccco2)on1 | -0.78
CC(C)n1c(-c2ccccc2F)n[nH]c1=S | 1.7
CCN(CC(=O)NC(c1ccccc1)c1ccccc1)Cc1nc2ccccc2c(=O)[nH]1 | -3.9
O=C(c1ccccc1)N1CCCC(C(=O)N2CCc3ccccc3C2)C1 (stereo unspecified) | 2
Cc1ccoc1C(=O)Nc1cccc(Oc2ccccc2)c1 | -1.4
C=CCn1c(N2CCCCCC2)nc2c1c(=O)[nH]c(=O)n2C | 0.63
Fc1cccc(-c2nn[nH]n2)c1 | -0.087
COc1ccc(N=NC2=C(O)CC(C)(C)CC2=O)cc1 | -0.043
Cc1cnnc2ccc3c(no[n+]3[O-])c12 | -0.44
